Compound activity deposited in PubChem BioAssay by National Center for Advancing Translational Sciences (NCATS).
ELG1 repair inh: blocks ELG1-dependent DNA repair in HEK293T cells; HEK293T ELG1-luciferase reporter, luminescence, 16 h; DNA damage induced by 5-fluorouridine; AID 504467; Potency, µM (titrated, usually from 46.1 µM), for inactives: at the top dose activity change, negative = inhibition, usual class: inhibitors; 2.3% of 330,000 active; further: potency means the concentration at half of the fitted maximal effect; on the % scale 0 is the no-effect control and ±100 the full control effect; nearly all actives have a fitted effect of over 55% in size
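HEK293T cells expressing luciferase-tagged ELG1 (2,000/well) received 5-Fluorouridine plus compound or DMSO for 16 hr at 37 °C. Luciferase was read by ONE-Glo luminescence after 30 min at room temperature.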
p53 reactivator: mutant p53 re-activation in reporter cells; H1299 p53-A138V BP100-luciferase reporter, luminescence, 24 h; Potency, µM (top dose mostly 92.2 µM), without a hit: at the top dose activity change, positive = activation, usual class: activators; 0.063% of 320,000 active; AID 504706; further: potency means the concentration at half of the fitted maximal effect; % of control where 0% means no effect; nearly all actives have a fitted effect of over 45% in size
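p53-null H1299 cells stably carrying temperature-sensitive p53-A138V and a BP100-luciferase reporter were pinned with compounds (4-point, 1:5 series) and held 24 hrs at 37 deg C. Luminescence was read 10 min after detection reagent.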
MLL CXXC-DNA inh: inhibitors of human MLL CXXC domain-DNA interaction | Q03164 | 0.037% of 290,000 active | Potency, µM (series often up to 115 µM), for the others: at the top dose activity change, negative = inhibition, most hits filed as inhibitors | MLL-CXXC / FITC-HOXA9 DNA fluorescence polarization | AID 2662; active means well fitted inhibition curve with a large enough effect in the polarisation, with a control signal flat, not every such curve was filed as active; inconclusive means small, poorly fitted or top-dose-only effect, or effect the other way, or a change in a side signal; inactive means no such curve, though single readings can be large or run the other way; the % refers to the polarisation; further: potency means the concentration at half of the fitted maximal effect
Target sequence (Q03164 whole entry, looked up, the tested form may be a part): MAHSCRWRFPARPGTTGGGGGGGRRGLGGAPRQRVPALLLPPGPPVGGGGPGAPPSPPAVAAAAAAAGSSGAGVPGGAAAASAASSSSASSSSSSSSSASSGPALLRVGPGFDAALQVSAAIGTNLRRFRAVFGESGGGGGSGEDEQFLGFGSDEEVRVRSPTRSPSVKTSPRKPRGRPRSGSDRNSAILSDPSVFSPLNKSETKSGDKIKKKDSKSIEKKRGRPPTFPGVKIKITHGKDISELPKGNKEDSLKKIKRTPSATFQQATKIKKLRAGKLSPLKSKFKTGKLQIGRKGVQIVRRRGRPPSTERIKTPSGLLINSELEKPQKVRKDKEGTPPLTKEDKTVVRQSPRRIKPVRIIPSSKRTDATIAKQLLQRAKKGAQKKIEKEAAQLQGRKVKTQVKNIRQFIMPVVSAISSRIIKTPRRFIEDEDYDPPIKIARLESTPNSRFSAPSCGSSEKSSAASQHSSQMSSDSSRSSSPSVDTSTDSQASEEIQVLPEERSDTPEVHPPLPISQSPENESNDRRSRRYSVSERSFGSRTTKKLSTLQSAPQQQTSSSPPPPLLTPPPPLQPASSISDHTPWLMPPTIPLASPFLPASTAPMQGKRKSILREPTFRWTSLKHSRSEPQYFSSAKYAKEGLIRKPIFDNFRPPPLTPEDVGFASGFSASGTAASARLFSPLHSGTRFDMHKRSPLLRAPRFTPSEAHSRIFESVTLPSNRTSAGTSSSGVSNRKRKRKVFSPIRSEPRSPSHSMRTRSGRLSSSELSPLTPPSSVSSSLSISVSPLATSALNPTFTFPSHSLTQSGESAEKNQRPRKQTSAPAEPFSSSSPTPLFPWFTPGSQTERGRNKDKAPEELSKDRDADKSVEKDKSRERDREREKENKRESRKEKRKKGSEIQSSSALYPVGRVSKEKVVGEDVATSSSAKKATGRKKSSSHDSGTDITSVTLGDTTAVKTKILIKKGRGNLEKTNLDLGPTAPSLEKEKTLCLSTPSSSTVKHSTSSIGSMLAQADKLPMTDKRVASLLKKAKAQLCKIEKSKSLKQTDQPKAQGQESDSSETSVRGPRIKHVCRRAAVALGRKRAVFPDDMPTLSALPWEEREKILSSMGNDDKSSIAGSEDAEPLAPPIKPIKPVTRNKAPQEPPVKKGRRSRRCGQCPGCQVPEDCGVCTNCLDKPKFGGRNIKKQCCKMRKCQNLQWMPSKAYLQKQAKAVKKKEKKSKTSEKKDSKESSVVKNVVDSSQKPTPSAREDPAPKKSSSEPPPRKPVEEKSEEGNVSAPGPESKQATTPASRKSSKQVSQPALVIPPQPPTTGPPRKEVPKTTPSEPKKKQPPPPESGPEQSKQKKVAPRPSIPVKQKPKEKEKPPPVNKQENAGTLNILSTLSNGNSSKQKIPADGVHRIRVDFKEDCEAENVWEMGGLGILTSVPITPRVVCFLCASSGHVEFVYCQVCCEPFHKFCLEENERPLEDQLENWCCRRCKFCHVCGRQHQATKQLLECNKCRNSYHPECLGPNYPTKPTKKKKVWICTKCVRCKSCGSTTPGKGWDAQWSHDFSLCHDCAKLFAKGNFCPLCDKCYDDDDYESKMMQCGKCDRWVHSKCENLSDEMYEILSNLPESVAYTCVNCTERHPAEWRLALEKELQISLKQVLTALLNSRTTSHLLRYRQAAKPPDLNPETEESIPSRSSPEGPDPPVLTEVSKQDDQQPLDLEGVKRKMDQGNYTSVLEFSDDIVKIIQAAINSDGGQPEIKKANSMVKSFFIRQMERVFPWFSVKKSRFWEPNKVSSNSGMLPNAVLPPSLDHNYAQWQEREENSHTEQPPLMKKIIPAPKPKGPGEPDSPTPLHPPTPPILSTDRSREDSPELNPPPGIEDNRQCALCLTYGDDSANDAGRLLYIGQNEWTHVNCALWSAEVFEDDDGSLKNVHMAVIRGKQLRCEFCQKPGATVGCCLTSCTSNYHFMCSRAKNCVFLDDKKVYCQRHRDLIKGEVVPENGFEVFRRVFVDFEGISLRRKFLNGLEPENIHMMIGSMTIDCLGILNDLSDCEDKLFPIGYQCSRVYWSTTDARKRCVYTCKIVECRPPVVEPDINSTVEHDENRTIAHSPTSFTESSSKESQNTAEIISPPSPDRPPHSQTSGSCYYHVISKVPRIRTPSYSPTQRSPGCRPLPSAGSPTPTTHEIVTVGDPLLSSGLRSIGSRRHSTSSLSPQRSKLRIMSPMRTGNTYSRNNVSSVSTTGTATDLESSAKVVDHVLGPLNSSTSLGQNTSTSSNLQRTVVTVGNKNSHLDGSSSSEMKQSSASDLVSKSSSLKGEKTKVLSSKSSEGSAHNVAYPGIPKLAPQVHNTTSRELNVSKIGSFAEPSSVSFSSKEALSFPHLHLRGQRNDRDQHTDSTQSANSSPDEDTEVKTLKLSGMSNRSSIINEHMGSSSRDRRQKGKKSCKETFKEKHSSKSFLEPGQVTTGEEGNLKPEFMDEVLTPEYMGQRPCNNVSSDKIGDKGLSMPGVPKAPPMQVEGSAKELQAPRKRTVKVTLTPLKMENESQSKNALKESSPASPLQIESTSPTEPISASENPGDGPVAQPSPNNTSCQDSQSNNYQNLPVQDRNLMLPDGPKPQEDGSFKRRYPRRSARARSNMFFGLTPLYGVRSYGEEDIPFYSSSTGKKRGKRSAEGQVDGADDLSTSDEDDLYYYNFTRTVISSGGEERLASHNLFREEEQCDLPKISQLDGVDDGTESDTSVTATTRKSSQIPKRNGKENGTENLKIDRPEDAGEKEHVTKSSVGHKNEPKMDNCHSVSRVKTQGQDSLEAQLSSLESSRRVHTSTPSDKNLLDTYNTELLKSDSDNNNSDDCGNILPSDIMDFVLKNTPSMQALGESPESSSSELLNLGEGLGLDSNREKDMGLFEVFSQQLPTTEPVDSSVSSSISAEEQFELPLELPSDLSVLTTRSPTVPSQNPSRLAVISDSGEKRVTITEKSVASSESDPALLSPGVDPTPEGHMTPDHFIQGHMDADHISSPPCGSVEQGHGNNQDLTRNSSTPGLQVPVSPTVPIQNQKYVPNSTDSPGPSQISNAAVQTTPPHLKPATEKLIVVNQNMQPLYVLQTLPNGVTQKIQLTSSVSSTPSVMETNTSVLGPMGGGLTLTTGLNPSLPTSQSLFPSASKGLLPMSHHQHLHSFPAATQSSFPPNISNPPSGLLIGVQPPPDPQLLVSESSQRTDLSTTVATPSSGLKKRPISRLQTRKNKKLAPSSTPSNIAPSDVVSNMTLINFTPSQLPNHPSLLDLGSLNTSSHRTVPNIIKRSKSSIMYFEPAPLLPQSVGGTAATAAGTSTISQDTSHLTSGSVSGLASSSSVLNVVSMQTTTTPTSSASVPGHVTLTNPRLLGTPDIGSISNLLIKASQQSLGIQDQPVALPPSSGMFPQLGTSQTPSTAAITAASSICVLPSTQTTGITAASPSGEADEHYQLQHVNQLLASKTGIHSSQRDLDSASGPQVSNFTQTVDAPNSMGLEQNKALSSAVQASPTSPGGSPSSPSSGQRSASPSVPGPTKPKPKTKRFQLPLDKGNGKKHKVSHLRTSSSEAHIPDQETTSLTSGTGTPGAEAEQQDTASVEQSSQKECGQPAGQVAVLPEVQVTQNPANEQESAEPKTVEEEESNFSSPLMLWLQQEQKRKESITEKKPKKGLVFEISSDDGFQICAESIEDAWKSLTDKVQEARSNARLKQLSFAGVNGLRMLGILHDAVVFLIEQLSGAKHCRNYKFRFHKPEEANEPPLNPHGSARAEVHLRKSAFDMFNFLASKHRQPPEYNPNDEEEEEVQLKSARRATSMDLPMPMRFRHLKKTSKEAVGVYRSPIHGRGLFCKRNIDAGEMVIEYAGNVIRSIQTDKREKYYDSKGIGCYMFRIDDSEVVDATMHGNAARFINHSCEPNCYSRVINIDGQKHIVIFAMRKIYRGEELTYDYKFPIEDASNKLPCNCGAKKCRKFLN
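Purified MLL-CXXC (added from a 7 uM solution) was preincubated 5 min at ambient with pinned compounds in 50 mM Tris-HCl pH 7.5, 50 mM NaCl, 1 mM DTT, 0.05% BSA. Fluorescein-labeled HOX-A9 DNA (50 nM solution) followed, 30 min, then polarization read.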
TSG101-PTAP inh: blocks PTAP/TSG101 interaction to inhibit HIV-1 budding; 340,000 tested, under 10 active; Potency, µM (series often up to 115 µM), for inactives: at the highest dose activity change, negative = inhibition, actives largely listed as inhibitors; Fluorescence polarization, FITC-PTAP peptide / Tsg101 binding; active means well fitted inhibition curve with a large enough effect in the main read-out, with a control signal flat, not every such curve was filed as active; inconclusive means small, poorly fitted or top-dose-only effect, or effect the other way, or a change in a side signal; inactive means no such curve, though single readings can be large or run the other way; further: potency means the concentration at half of the fitted maximal effect; % of control where 0% means no effect
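Steps: Tsg101 binding domain dispensed (10 uM final), compounds pinned in DMSO, FITC-labeled PTAP-motif peptide added (50 nM final); after 20 min binding at room temperature, polarization measured.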
TRPV1 ag: human TRPV1 agonism; Q8NER1; TRPV1-expressing cells, Fluo-8 calcium influx, agonist mode; activation, % at 8.33 µM; 0.19% of 320,000 active; AID 540275; in the data active means activation above about 80%; inconclusive means between about 30% and that limit; further: 0% is about no effect
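Cells expressing TRPV1 were dye-loaded with Fluo-8 and read kinetically: 10 s baseline, 3 min after compound (agonist portion), then 2 min after EC20 capsaicin (allosteric enhancer portion). Calcium-bound dye fluorescence at 480/520 nm.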
AT treatment: potential ataxia-telangiectasia treatment | […] A-T fibroblasts, KAP-1 phosphorylation AlphaLISA; neocarzinostatin DNA damage 30 min before lysis | Potency, µM (titrated, usually from 57.5 µM), without a hit: at the top dose activation, actives largely listed as activators | 0.19% of 320,000 active | AID 485349; further: potency means the concentration at half of the fitted maximal effect; % of control where 0% means no effect; nearly all actives have a fitted effect of over 45% in size
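hTERT-immortalized A-T patient fibroblasts ([…]), 500 cells/well in OPTI-MEM, 1% FBS, got compounds for 60 min, then NCS for 30 min at 37C. Lysates were then assayed for phospho-KAP-1 by AlphaLISA (anti-pKAP1 donor, anti-KAP1 acceptor beads), 6 hr at 25C.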
TCR act: T cell receptor activation. primary human leukocytes, anti-CD3, IL-2 HTRF, 48 h. Potency, µM (doses to about 9.22 µM), for inactives: at the top dose activation of IL-2 secretion, usual class: activators. 330,000 tested, under 10 active. AID 504894; further: % of control where 0% means no effect
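Activity was scored as IL-2 release from primary human leukocytes given only a TCR signal (a-CD3 beads) plus compound for 48 hr. Detection used a two-antibody HTRF format read at 665nm.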
BRCA1 expr act: increases BRCA1 expression; AID 624202; Potency, µM (series often up to 46.1 µM), without a hit: at the highest dose activation, hits mostly activators; 1.1% of 380,000 active; MCF7-BRCA1-FFLuc reporter, luminescence, 48 h; response scale: scaled: vehicle 0%, 10 µM genistein 100%; further: potency means the concentration at half of the fitted maximal effect; nearly all actives have a fitted effect of over 80% in size; some results filed as inactive show a strong effect at the top dose
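MCF7 cells carrying a BRCA1-firefly luciferase reporter (2000 cells/well, phenol-red free MEM) were attached for 2 h at 37 °C, then given compounds for 48 h. Luminescence was read 15 min after luciferase reagent; activity normalized to genistein (10 microM) and DMSO.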
B2AR arrestin: recruits beta-arrestin to the human beta2-adrenergic receptor. 0.02% of 330,000 active. beta-arrestin recruitment to beta2AR, cell-based reporter. Potency, µM (titrated, usually from 46.1 µM), for the others: top-dose activation, most hits filed as activators. P07550;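 further: potency means the concentration at half of the fitted maximal effect; 0% = DMSO controls and full agonism = EC100 isoproterenol or metaproterenol; nearly all actives have a fitted effect of over 65% in size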
Integrin act MD: activates integrin-mediated alleviation for muscular dystrophy; alpha7betagal myoblasts, beta-gal FDG fluorescence, 48 h; AID 624291; 0.064% of 350,000 active; Potency, µM (highest dose often 38.3 µM), for the others: at the top dose activation, usual class: activators;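 further: potency means the concentration at half of the fitted maximal effect; 100% = response of the positive control SU9516; nearly all actives have a fitted effect of over 60% in size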
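Alpha7betagal+/- myoblasts (passage 13) were plated 16-24 hr, then exposed to compounds (1:260 dilution of DMSO stock) for 48 hours at 37C. After MPER lysis, β-galactosidase reporter activity was read as FDG fluorescence (ex 480/em 540) after 30 minutes.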
* = called active by the depositor; ? = inconclusive; . = not tested or not shown; [ ] = remark or other dose. Unless noted, the call rests on the fitted dose curve; in most records, active means well fitted curve in the direction sought with a large enough effect; inconclusive means small, poorly fitted or top-dose-only effect, or another doubt; inactive means no such curve, though single readings can be large; an effect the other way counts as inactive or inconclusive.

# | SMILES | ELG1 repair inh | p53 reactivator | MLL CXXC-DNA inh | TSG101-PTAP inh | TRPV1 ag | AT treatment | TCR act | BRCA1 expr act | B2AR arrestin | Integrin act MD
1 | O=C(Nc1cccc(F)c1)c1cc(S(=O)(=O)N2CCOCC2)ccc1N1CCCC1 | 9% | 8% | . | -1% | 22 | -8% | 5% | -6% | -0.2% | 6%
2 | Cc1c(C)c(C)c(S(=O)(=O)N2CCC3(CC2)OCCO3)c(C)c1C | 13% | -6% | 1% | -3% | 16 | 6% | -2% | -21% | -0.5% | 17%
3 | O=C1COc2ccc(S(=O)(=O)CCC(=O)NC3CCCCC3)cc2N1 | 10% | 2% | 28% | -3% | 9 | -2% | -8% | 17% | 0.0% | ?
4 | COc1ccc2[nH]c3c(=O)n(N)c(=O)[nH]c3c2c1 | 7% | -1% | 26% | 2% | -6 | 10% | 6% | -1% | -0.1% | 10%
5 | O=C(COc1ccccc1)Nc1ccc2c(c1)C(=O)N(CC1CCCO1)C2=O (configuration not stated) | -10% | 0% | -1% | 1% | 23 | 1% | 1% | -7% | -0.3% | -67%[inhibitor]
6 | CCCC(=O)Nc1nc(C)c(-c2csc(Nc3ccc(Cl)cc3)n2)s1 | ? | -1% | 10% | -3% | -5 | -4% | 1% | -80% | -0.7% | -7%
7 | O=C(CN1CCOCC1)Nc1cc(C(F)(F)F)ccc1Cl | ? | 2% | 3% | 0% | 3 | 0% | 14% | -16% | -0.6% | 13%
8 | O=C(Cc1c(F)cccc1Cl)N1CCN(S(=O)(=O)c2cccs2)CC1 | 21% | -10% | . | -1% | 1 | 2% | . | -8% | 0.1% | 28%
9 | Cc1cnc(NC(=O)Nc2ccc(Cl)cc2)s1 | ? | ? | 2% | -8% | 9 | -1% | -3% | ? | -0.3% | 3%
10 | C=CCOc1ccc2c3c(c(=O)oc2c1)CCCC3 | . | . | . | -2% | . | . | 2% | -24% | . | 10%
11 | O=C(Cn1c(=O)oc2ccc(Cl)cc21)Nc1ccon1 | 22% | -2% | 1% | -3% | -4 | -2% | 5% | 22% | -0.1% | 19%
12 | Cc1ccc[n+](-c2[nH]c(=O)sc2/C=N/NC(=O)c2ccccc2[O-])c1 | 12% | 11% | 0% | -16% | 1 | -6% | -5%[46.1 µM] | -12% | -0.6% | 8%
13 | O=C(Nc1ccc(N2CCN(C(=O)c3ccco3)CC2)cc1)c1ccc(Br)cc1 | -1% | 6% | 1% | -4% | 4 | -1% | 4% | -11% | -0.3% | -8%
14 | CC(C)CC(C(=O)O)N1C(=O)C2C3c4ccccc4C(c4ccccc43)[C@@H]2C1=O (some centres not stated) | -3% | 0% | -10% | -2% | -2 | -18% | -3% | -13% | -0.5% | 9%
15 | Cn1c(SCC(=O)Nc2ccc3c(c2)OCO3)nnc1-c1cnccn1 | 5% | 3% | -1% | -4% | -3 | -2% | 0% | -1% | -0.3% | -13%
16 | O=C(O)CNc1nc(-c2ccccc2)nc2c1oc1ccccc12 | 3% | 0% | 3% | -7% | 2 | -4% | -1% | -32% | 0.1% | 2%
17 | Cc1c(C)n(C)c2ccc([N+](=O)[O-])cc12 | 7% | 0% | 0% | 0% | -1 | -8% | . | 5% | -0.3% | 3%
18 | COCCCn1c(-c2ccc(OC)cc2)nc2nc3ccccc3nc21 | ? | 13% | 3% | . | -1 | 3% | . | . | -0.5% | .
19 | COc1ccc(-c2cc(C(F)(F)F)nc(NCc3ccco3)n2)cc1OC | ? | 4% | 1% | -6% | 2 | 1% | 1% | -38% | 0.4% | -14%
20 | Cc1ccc(N(C(=O)C2CCCO2)C2C=CS(=O)(=O)C2)cc1Cl (configuration not stated) | 8% | -6% | 4% | -4% | 3 | 10% | 4% | 4% | 0.1% | 20%
21 | COc1cc(C(=O)Nc2nc(-c3ccc(C)cc3)cs2)ccc1OCC(=O)N1CCOCC1 | 21µM* | -10% | 15% | 0% | -1 | 1% | 11%[46.1 µM] | -33% | -0.9% | 8%
22 | C=CCn1c(-c2ccccc2OCC)n[nH]c1=S | 4% | -2% | -2% | -2% | -3 | -5% | 10% | -37% | -0.5% | 11%
23 | Cc1ccc(-c2nnc(-c3ccccc3S(=O)(=O)Cc3ccc(Cl)cc3)o2)cc1 | -22% | 0% | 14% | 0% | 11 | 10% | -1% | -28% | -0.3% | 0%
24 | CCC(=O)NC1CCN(C(=S)NC)CC1 | 9% | 2% | -4% | 0% | 1 | -3% | -1% | 1% | 0.2% | 11%
25 | CC(C)NC(=S)N1CCN(C(c2ccccc2)c2ccccc2)CC1 | -8% | 1% | 5% | 0% | ? | -2% | 1%[46.1 µM] | 0% | -0.2% | 0%
26 | COc1cc(NC(=O)c2cc(-n3cnnc3)ccc2Cl)cc(OC)c1 | 1% | -5% | 17% | 0% | 2 | 0% | 0% | -9% | 0.0% | -14%
27 | O=C(C1CCCN1S(=O)(=O)c1cccc2cccnc12)N1CCc2ccccc2C1 (configuration not stated) | -21% | -5% | -5% | 0% | -2 | -4% | -5% | 0% | 0.0% | 0%
28 | CC(C)(C)NC(=O)C(c1ccc(F)cc1)N(C(=O)CCC(=O)Nc1ccccn1)C1CCCC1 (configuration not stated) | -3% | -5% | 6% | -4% | 8 | 5% | 0% | -20% | 0.0% | ?
29 | O=C(Nn1c(O)c(C=C2N=c3ccccc3=N2)sc1=S)c1ccc(Cl)cc1 | 3% | 3% | -4% | -11% | 13 | -9% | 1% | 14% | 0.3% | -7%
30 | COC(=O)c1cc(Br)c(=O)n(Cc2ccc3c(c2)OCO3)c1 | -1% | -4% | -4% | -5% | 1 | -4% | -3% | -8% | 0.2% | -2%

Given with values under each structure: part of the list above.
Every second line gives: ELG1 repair inh | p53 reactivator | MLL CXXC-DNA inh | TSG101-PTAP inh | TRPV1 ag | AT treatment | TCR act | BRCA1 expr act | B2AR arrestin | Integrin act MD
[13] O=C(Nc1ccc(N2CCN(C(=O)c3ccco3)CC2)cc1)c1ccc(Br)cc1
 : -1% | 6% | 1% | -4% | 4 | -1% | 4% | -11% | -0.3% | -8%
[14] CC(C)CC(C(=O)O)N1C(=O)C2C3c4ccccc4C(c4ccccc43)[C@@H]2C1=O (some centres not stated)
 : -3% | 0% | -10% | -2% | -2 | -18% | -3% | -13% | -0.5% | 9%
[15] Cn1c(SCC(=O)Nc2ccc3c(c2)OCO3)nnc1-c1cnccn1
 : 5% | 3% | -1% | -4% | -3 | -2% | 0% | -1% | -0.3% | -13%
[16] O=C(O)CNc1nc(-c2ccccc2)nc2c1oc1ccccc12
 : 3% | 0% | 3% | -7% | 2 | -4% | -1% | -32% | 0.1% | 2%
[17] Cc1c(C)n(C)c2ccc([N+](=O)[O-])cc12
 : 7% | 0% | 0% | 0% | -1 | -8% | . | 5% | -0.3% | 3%
[18] COCCCn1c(-c2ccc(OC)cc2)nc2nc3ccccc3nc21
 : ? | 13% | 3% | . | -1 | 3% | . | . | -0.5% | .

Back to the main list, starting 2 compounds before the break.
# | SMILES | ELG1 repair inh | p53 reactivator | MLL CXXC-DNA inh | TSG101-PTAP inh | TRPV1 ag | AT treatment | TCR act | BRCA1 expr act | B2AR arrestin | Integrin act MD
29 | O=C(Nn1c(O)c(C=C2N=c3ccccc3=N2)sc1=S)c1ccc(Cl)cc1 | 3% | 3% | -4% | -11% | 13 | -9% | 1% | 14% | 0.3% | -7%
30 | COC(=O)c1cc(Br)c(=O)n(Cc2ccc3c(c2)OCO3)c1 | -1% | -4% | -4% | -5% | 1 | -4% | -3% | -8% | 0.2% | -2%
31 | CC(=O)N1c2ccc(S(=O)(=O)NCCC(=O)Nc3ccccc3C)cc2CC1C (configuration not stated) | ? | 1% | 6% | 0% | 5 | -4% | 0% | -23% | -0.1% | 21%
32 | c1coc(-c2ccnc(-n3cccc3)n2)c1 | 6% | 2% | 1% | -11% | 5 | 5% | 0% | -38% | -0.2% | 25%
33 | CCCc1nnc(NC(=O)CCS(=O)(=O)c2ccccc2)s1 | -3% | -26% | -3% | -7% | 0 | 2% | -4% | -47% | -0.3% | -58%[inhibitor]
34 | CC1Cc2nc(SCC(=O)Nc3ccc4c(c3)OCO4)n(-c3ccc(F)cc3)c(=O)c2S1 (configuration not stated) | -5% | -2% | 18% | -4% | 2 | -16% | -6% | -34% | -0.2% | 4%
35 | CCN(CC)CCn1c(C)nc2ccccc21 | -3% | -1% | -6% | -6% | 1 | -3% | -1% | 0% | -0.3% | -6%
36 | CCCCNC(=O)c1ccc(CS(=O)(=O)c2ccc(C)cc2)o1 | -20% | -1% | 4% | -1% | -1 | 4% | 8% | -10% | -0.3% | -6%
37 | COc1c(C(=O)N2CCCC2)ccc2ccccc12 | 14% | 0% | 4% | 0% | -3 | 4% | 2% | 4% | 0.5% | 1%
